# H1N1 NS1A inhibition = H1N1 influenza NS1A inhibitors, functional cell based assay (AID 504329) | inhibition, % at 12.5 µM; hits with a dose series show IC50 in µM | actives 0.3% (n = 340,000) | NS1A functional cell-based assay, percent inhibition; higher % means a stronger effect; in the data active means a potency from the dose series; inconclusive means inhibition above about 27% without an active follow-up result; further: strong numbers were not always called active
# H37Rv inhibition = M. tuberculosis growth inhibition, HTS (AID 449762) | M. tuberculosis H37Rv growth inhibition, 7H9 media; higher % means a stronger effect | one-dose inhibition, % at 25 µM; IC50 in µM for titrated hits | actives 0.59% (n = 330,000); in the data active means a potency from the dose series; inconclusive means inhibition above about 70% without an active follow-up result;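 further: bacterial growth assessed after seven days of incubation; strong numbers were not always called active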
# tuberculosis growth = growth inhibition of non-replicating M. tuberculosis (AID 488890); one-dose inhibition, % at 25 µM; IC50 in µM for titrated hits; actives 0.39% (n = 320,000); Mycobacterium tuberculosis non-replicating, growth inhibition; higher % means a stronger effect; in the data active means a potency from the dose series; inconclusive means inhibition mostly from about 82% at the one dose, without a potency; inactive means the rest, 99 in 100 with inhibition below about 76%;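 further: plate controls were DMSO cells for no effect and high antibiotic wells for full effect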
# PhoP GFP inhibition = PhoP regulon inhibitors, Salmonella typhi PhoP promoter GFP reporter, confirmatory (AID 1850); Salmonella Typhi PhoP-promoter GFP reporter, fluorescence, 4 h; higher % means a stronger effect; one-dose inhibition, % at 50 µM; IC50 in µM for titrated hits; actives 0.33% (n = 310,000); in the data active means a potency from the dose series; inconclusive means inhibition mostly from about 25% at the one dose, without a potency; inactive means the rest, 99 in 100 with inhibition below about 19%;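 further: 0% = induced wells with vehicle and 100% = uninduced wells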
# VEEV TC-83 Vero = inhibitors of VEEV TC-83 cytopathic effect, confirmation, Vero cells (AID 588727); Vero cells, VEEV TC-83 cytopathic effect inhibition; higher % means a stronger effect; inhibition, % at 20 µM; hits with a dose series show IC50 in µM; actives 0.13% (n = 350,000); in the data active means a potency from the dose series; inconclusive means inhibition mostly from about 14% at the one dose, without a potency; inactive means the rest, 99 in 100 with inhibition below about 12%; further: strong numbers were not always called active
# VEEV TC-83 Vero 10K pilot screen = second read-out of VEEV TC-83 Vero, no call of its own (marks repeat the call); inhibition, %; measured here: 10K pilot screen inhibition
# * hit, by the source's call; i = inactive; ? = inconclusive; nt = no result given; & = joins results of further samples.
SMILES,H1N1 NS1A inhibition,H37Rv inhibition,tuberculosis growth,PhoP GFP inhibition,VEEV TC-83 Vero,others
CNC(=O)C(=O)N/N=C/c1ccccn1,9%,-7%,0%,3%,1.0%,VEEV TC-83 Vero 10K pilot screen=0.1
Cc1ccc(/C=C/C(=O)NC(C)c2ccccc2)cc1 (centres undefined),2%,4%,52%,-4%,2.8%,
CCc1ccccc1NC(=O)c1cc([N+](=O)[O-])ccc1N1CCOCC1,-2%,-9%,13%,0%,1.6%,
Cc1ccc(C(=O)N/N=C/c2ccc(OC(=O)c3ccccc3Cl)cc2)cn1,2%,?,65%,-8%,0.3%,
CC(=O)OC(C(=O)NCCc1ccccc1)c1cccnc1 (centres undefined),8%,-10%,-11%,-9%,3.4%,VEEV TC-83 Vero 10K pilot screen=0.7
Cc1nc2ccc(NC(=O)c3ccc(S(=O)(=O)N(C)C)cc3)cc2s1,0%,4%,9%,-11%,2.6%,
O=C(Cn1nc(-c2ccccc2Cl)ccc1=O)Nc1ccccc1-c1ccccc1,10%,-4%,5%,-5%,6.0%,
Cc1c(Cl)ccc2sc(NC(=O)CN3C(=O)c4ccccc4C3=O)nc12,-10%,-3%,0%,0%,3.3%,
O=C(COC(=O)c1cc(=O)[nH]c2ccc(Br)cc12)c1ccccc1,-9%,56%,-12%,-3%,0.7%,
CC(C(=O)N1CCCc2ccccc21)N1C(=O)c2ccccc2C1=O (centres undefined),-16%,-3%,-6%,2%,0.7%,
Cc1csc2nc(O)c(C(=O)NCCCc3ccccc3)c(=O)n12,4%,36%,16%,8%,2.6%,
O=[N+]([O-])c1ccc(N2CCN(CCO)CC2)cc1Sc1ccccn1,9%,1%,15%,-2%,0.4%,
Cc1sc(NC(=O)/C=C/C(=O)O)c(C(N)=O)c1-c1ccc(C(C)(C)C)cc1,6%,5%,39%,-6%,i,
COC(=O)c1ccc(C(=O)Nc2nc3cc(N)c(C)cc3s2)cc1,-12%,8%,-23%,0%,0.3%,
CCOC(=O)Cc1csc(NC(NC(=O)OCC)(C(=O)OCC)C(F)(F)F)n1 (centres undefined),18%,-7%,4%,3%,i,
O=C(Nc1cc([N+](=O)[O-])ccc1F)c1ccc2ccccc2c1,3%,-15%,1%,-1%,0.2%,
O=C(COC(=O)c1cccc(-n2cnnn2)c1)Nc1c(Cl)cccc1C(F)(F)F,-8%,-13%,-6%,-7%,2.5%,
Nc1nn(-c2cccc(F)n2)cc1-c1ccc(Cl)cc1,-14%,nt,nt,nt,1.1%,
Cc1cc(NC(=O)CCC(=O)N(Cc2ccco2)C2(C(=O)NC3CCCC3)CCCCC2)no1,5%,5%,15%,7%,1.4%,
CC(C)[C@H](CN1CCC[C@H]1CN1C(N)=NC[C@H]1C(C)C)N1C[C@@H](Cc2ccccc2)N(CCCC2CCCC2)C1=N,24%,?,?,nt,0.3%,
Cc1cc(OCC(=O)OCC(=O)c2c(N)n(C)c(=O)n(C)c2=O)ccc1Cl,-3%,-8%,67%,nt,0.9%,
CC(C)c1ccc(C2/C(=C(/O)c3ccccc3)C(=O)C(=O)N2CCCN2CCOCC2)cc1 (centres undefined),-1%,-8%,nt,-14%,1.1%,
COc1ccc(CC(=O)Nc2ccc(-c3nnc(-c4ccccc4)o3)cc2)cc1,-2%,-8%,-2%,-8%,2.1%,
COc1ccc(CN2CCN(Cc3cccc(F)c3)CC2)cc1OC,-2%,2%,-3%,4%,i,
CCOCCCNC(=O)CSCc1nc(-c2ccc(SC)cc2)oc1C,-12%,3%,24%,-7%,1.0%,
# The results go on:
SMILES,H1N1 NS1A inhibition,H37Rv inhibition,tuberculosis growth,PhoP GFP inhibition,VEEV TC-83 Vero,others
O=C(CN1CCN(c2ncccn2)CC1)NCCC1=CCCCC1,0%,2%,14%,3%,0.8%,
O=c1c2ccccc2c(-c2ccc(Br)cc2)nn1Cc1ccccc1,-11%,4%,50%,-27%,4.5%,
COc1ccc(-c2cc(CNC(=O)CCl)on2)cc1,2%,?,?,1%,9.1%,VEEV TC-83 Vero 10K pilot screen=5.4
CNC(=O)CSc1n[nH]c(-c2cc(Cl)ccc2OC)n1,-5%,6%,23%,2%,2.6%,
COc1cc(Br)cc(/C=N/NC(=O)Cc2ccc(C(F)(F)F)cc2[N+](=O)[O-])c1O,2%,0%,55%,-8%,13%,
CC1CN(C(=O)CN(C)S(=O)(=O)c2ccc3ccccc3c2)CC(C)O1 (centres undefined),-2%,-1%,-5%,-8%,i,
CC(C)(C)n1nnnc1C(c1cccnc1)N1CCN(c2ccccc2F)CC1 (centres undefined),0%,-1%,-2%,-6%,2.6%,
O=C(NCCc1ccccc1)C(=O)NCC1CCCN1S(=O)(=O)c1ccccc1 (centres undefined),-3%,-4%,16%,-1%,8.5%,
COc1cccc2c(C)nc(Nc3nc(CSc4nnc(C)s4)cc(=O)[nH]3)nc12,-1%,11%,1%,8%,5.8%,
Cc1noc(C)c1COc1ccccc1C(=O)Nc1ccc(C(N)=O)cc1,6%,-2%,5%,nt,4.2%,
O=C(NC1CC2CCCC(C1)N2C(=O)Nc1ccccc1)c1ccncc1 (centres undefined),7%,-2%,9%,-12%,4.5%,
COc1cc(CN2CCC(C(=O)N3CCN(c4ccccc4F)CC3)CC2)cc(OC)c1OC,-4%,-1%,15%,-20%,0.3%,
Cc1cccc(NC(=O)CCNS(=O)(=O)c2cccc3nonc23)c1,3%,69%,2%,6%,0.8%,
COc1cc(-c2nn3c(COc4ccccc4)nnc3s2)cc(OC)c1OC,8%,7%,1%,-7%,1.9%,
COc1ccc(CN2CCCC(C(=O)c3cccc(Cl)c3)C2)cc1 (centres undefined),1%,9%,55%,-5%,0.1%,
O=C(Nc1ccc(C(=O)N2CCC(N3CCCC3)CC2)cc1)c1ccc(Br)o1,-11%,49%,3%,-30%,i,
Cc1ccc(N(CC(=O)NCCSc2nc3ccccc3s2)S(=O)(=O)c2ccccc2)c(C)c1,-3%,17%,25%,9%,1.7%,
CCc1ccc(NC(=O)c2cnn(-c3ccccc3)c2C2CCNCC2)cc1,3%,7%,-30%,-7%,i,
CCCCC1(C)NC(=O)N(CC(=O)Nc2cc(S(=O)(=O)N3CCOCC3)ccc2Cl)C1=O (centres undefined),-6%,-5%,16%,nt,3.9%,
CCn1ncc(NC(=S)NCCc2ccc(OC)c(OC)c2)c1C(N)=O,-5%,-4%,17%,-7%,0.9%,
CNS(=O)(=O)c1ccc(N=Cc2c(O)n(-c3ccccc3)c(=O)[nH]c2=O)cc1,-11%,3%,14%,5%,0.2%,
N/C(=N\OC(=O)c1cccc(Br)c1)c1ccccc1,18%,nt,nt,2%,3.4%,
Cn1cc(Br)c(C(=O)NN2C(=O)C3C4C=CC(C5CC45)C3C2=O)n1 (centres undefined),0%,-2%,2%,-6%,0.6%,
CC(CCc1ccccc1)NC(=O)C(Cc1ccccc1)NC(N)=O (centres undefined),11%,-5%,2%,9%,1.9%,
O=C1CC(NS(=O)(=O)c2cc(F)ccc2F)CN1c1cccc(F)c1 (centres undefined),-9%,-8%,-11%,-4%,4.2%,

# Quoted from above for reference:
SMILES,H1N1 NS1A inhibition,H37Rv inhibition,tuberculosis growth,PhoP GFP inhibition,VEEV TC-83 Vero,others
COc1cccc2c(C)nc(Nc3nc(CSc4nnc(C)s4)cc(=O)[nH]3)nc12,-1%,11%,1%,8%,5.8%,
Cc1noc(C)c1COc1ccccc1C(=O)Nc1ccc(C(N)=O)cc1,6%,-2%,5%,nt,4.2%,
O=C(NC1CC2CCCC(C1)N2C(=O)Nc1ccccc1)c1ccncc1 (centres undefined),7%,-2%,9%,-12%,4.5%,
COc1cc(CN2CCC(C(=O)N3CCN(c4ccccc4F)CC3)CC2)cc(OC)c1OC,-4%,-1%,15%,-20%,0.3%,
Cc1cccc(NC(=O)CCNS(=O)(=O)c2cccc3nonc23)c1,3%,69%,2%,6%,0.8%,
COc1cc(-c2nn3c(COc4ccccc4)nnc3s2)cc(OC)c1OC,8%,7%,1%,-7%,1.9%,

# Additional compounds
SMILES,H1N1 NS1A inhibition,H37Rv inhibition,tuberculosis growth,PhoP GFP inhibition,VEEV TC-83 Vero,others
COC(=O)C1CCN(C(c2cccs2)c2sc3nc(C)nn3c2O)CC1 (centres undefined),-5%,-5%,-8%,6%,0.4%,
CC(=O)C1=C(NC(=O)c2ccc(F)cc2)CC2C1C2(C)C (centres undefined),28%,-3%,-10%,-5%,0.1%,
CC1CN(C(=O)COC(=O)c2cccs2)CC(C)O1 (centres undefined),0%,-9%,2%,-3%,3.1%,
CCOC(=O)C(NC(=O)c1ccccc1)(Nc1cccc(C)n1)C(F)(F)F (centres undefined),-2%,-4%,3%,-6%,0.2%,
CC(C)C(=O)NC(NC(=S)NC1CCS(=O)(=O)C1)C(Cl)(Cl)Cl (centres undefined),2%,-8%,-10%,-3%,0.5%,
COC(=O)c1ccc(NC(=O)CSc2nnc(Cc3cccn3C)n2-c2ccc(F)cc2)cc1,3%,-15%,-15%,10%,0.7%,
O=C(c1nnc(Cc2ccc(Cl)cc2)o1)N1CCOCC1,6%,-1%,nt,-9%,1.0%,
C/C(=N\NC(=O)c1ccc(Cn2cc(Br)cn2)o1)c1cccc(NC(=O)C(C)(C)C)c1,30%,-8%,11%,-2%,0.8%,
Nc1nc2c(ncn2COC(CO)CO)c(=O)[nH]1,-7%,-10%,0%,1%&3%,0.7%,
CCCNC(=O)COC(=O)CCC(=O)c1ccc(F)cc1,4%,-4%,7%,-10%,i,
O=[N+]([O-])c1ccc(Cl)c(S(=O)(=O)n2ccnc2)c1,14%,2%,-6%,11%,1.6%,
Cc1cccc2c(N=NC(=O)C(C)n3cnc4ccccc4c3=O)c(O)[nH]c12 (centres undefined),2%,2%,1%,4%,4.8%,
Cc1ccc(C(=O)Nc2cccc(C(=O)N/N=C/c3ccc(F)cc3)c2)cc1,3%,-2%,0%,7%,3.0%,
Cc1cc(C)c(S(=O)(=O)Nc2cccc(-n3cnnn3)c2)c(C)c1,-1%,3%,14%,3%,7.4%,
CC(C)C(NC(=O)C(NC(=O)C1OC2OC(C)(C)OC2C2OC(C)(C)OC12)C(C)C)C(=O)O (centres undefined),4%,1%,-3%,2%,2.9%,
O=C(C(c1ccccc1)c1ccccc1)N1CCN(CCN2C(=O)c3cccc4cccc(c34)C2=O)CC1,-1%,-9%,26%,-4%,0.2%,
Cc1ccc(-c2cc(C(F)F)n3ncc(C(=O)N4CCCc5ccccc54)c3n2)cc1,-2%,-2%,-5%,-1%,0.1%,
CCOc1ccc(-n2c(C)c(C(=O)O)c3cc(OC)ccc32)cc1,3%,-3%,15%,-10%,2.0%,
O=C(NCCCN1CCOCC1)C(=O)NCC1OCCN1S(=O)(=O)c1cc(F)ccc1F (centres undefined),1%,-11%,-3%,-6%,2.2%,
CC(=O)c1c(C)nc(-c2ccc(OCC(=O)Nc3cccc(C)c3C)cc2)n1O,-1%,-2%,-17%,14%,1.9%,
O=C(O)CCn1cc(C=C2C(=O)NC(=S)NC2=O)c(-c2cc3ccccc3oc2=O)n1,-4%,nt,nt,nt,2.6%,
Cc1ccc(NC(=O)CSc2nnc(C)n2C2CC2)cc1S(=O)(=O)N1CCOCC1,-1%,0%,18%,nt,i,
O=C(/C=N/O)NCc1cccnc1,0%,0%,1%,-1%,1.1%,
Cc1ccc2cc(CN(CCCN3CCOCC3)C(=O)NC3CCCCC3)c(=O)[nH]c2c1C,3%,2%,31%,-1%,3.0%,
COc1ccc(CCC(=O)Nc2ccc(N3CCOCC3)cc2)cc1,9%,-9%,27%,-1%,i,
# Additional structures:
SMILES,H1N1 NS1A inhibition,H37Rv inhibition,tuberculosis growth,PhoP GFP inhibition,VEEV TC-83 Vero,others
Cc1ccc(C(=O)C(C)[n+]2cccc(C(N)=O)c2)cc1 (centres undefined),2%,1%,-4%,3%,0.7%,
CCOC(=O)c1c(C)[nH]c(C(=O)Nc2ccc(C)c(Cl)c2)c1C,nt,4%,20%,-3%,nt,
COc1ccc(CNC(=O)CCCn2c(=S)[nH]c3cc4c(cc3c2=O)OCO4)cc1,-5%,10%,-6%,8%,3.4%,
COc1ccc(OCC(=O)Nc2c(C)ccc3nsnc23)cc1,-11%,12%,-12%,-1%,1.8%,
COc1ccc(C(C#N)=Cc2ccc(NC(C)=O)cc2)cc1,-7%,nt,nt,nt,2.6%,
CCOc1ccc2oc(C(=O)Nc3cc(C)ccn3)c(C)c2c1,-3%,42%,25%,-1%,0.3%,
Cc1cccc(CCNC(=O)c2cccc3c2C(=O)N(C2CCCCC2)C3)c1,0%,24%,42%,5%,5.5%,
CC(=O)N1CCN(S(=O)(=O)c2cccc(C(=O)Nc3cc(C(F)(F)F)ccc3N3CCOCC3)c2)CC1,-7%,-4%,-4%,-5%,1.1%,

# Source: PubChem BioAssay
